# TrxR1 inh = blocks rat thioredoxin reductase 1; Potency, µM (highest dose often 114 µM), inactives show at the highest dose activity change, negative = inhibition, most hits filed as inhibitors; O89049; 1% of 390,000 active; AID 588453; recombinant rTrxR1, NADPH fluorescence consumption, selenite substrate; further: on the % scale 0 is the no-effect control and ±100 the full control effect; nearly all actives have a fitted effect of over 65% in size
#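 Rat TrxR1 (90 nM in the dispensed reagent) was pre-reduced with 400 uM NADPH for 5 min at room temperature, then incubated with compound for 15 min. After 400 uM selenite was added, NADPH fluorescence (Ex 340/Em 450 nm) was followed for 8 min.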
# JMJD2A Tudor inh = blocks the human JMJD2A Tudor domain; O75164; AlphaScreen JMJD2A-Tudor / H3K4me3 peptide binding; Potency, µM (highest dose often 114 µM), for inactives: at the top dose activity change, negative = inhibition, hits mostly inhibitors; 4.4% of 390,000 active; further: on the % scale 0 is the no-effect control and ±100 the full control effect; nearly all actives have a fitted effect of over 50% in size
# ERG Ets-DNA blk = ERG Ets/DNA interaction inhibition; fluorescence polarization, His-ERG Ets domain / labelled DNA; 0.028% of 370,000 active; Potency, µM (titrated, usually from 76.9 µM), without a hit: top-dose FP activity, negative = inhibition, most hits filed as inhibitors; active means well fitted inhibition curve with a large enough effect in the polarisation, with a control signal flat; inconclusive means small, poorly fitted or top-dose-only effect, or effect the other way, or a change in a side signal; inactive means no such curve, though single readings can be large or run the other way; the % refers to the polarisation;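 further: polarization taken with two DNA probes labelled with fluorescein and Texas red; % of control where 0% means no effect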
#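 His-tagged ERG Ets domain (1 uM in the protein solution; 300mM KCl, 50mM Tris-HCl, 1mM EDTA, 1mM DTT, pH 7.5) received compound, then a probe mix of 5 nM fluorescein-DNA and 100nM Texas-615-DNA. Fluorescence polarization was read for both dyes.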
# RGS4 inh = blocks human RGS4-accelerated GTP hydrolysis | P49798 | Transcreener GDP fluorescence polarization, RGS4-accelerated GTP hydrolysis | Potency, µM (series often up to 114 µM), for inactives: at the highest dose activity change, negative = inhibition, actives largely listed as inhibitors | 0.039% of 390,000 active; further: on the % scale 0 is the no-effect control and ±100 the full control effect; nearly all actives have a fitted effect of over 75% in size; some results filed as inactive show a strong effect at the top dose
# Target sequence (P49798 whole entry, looked up): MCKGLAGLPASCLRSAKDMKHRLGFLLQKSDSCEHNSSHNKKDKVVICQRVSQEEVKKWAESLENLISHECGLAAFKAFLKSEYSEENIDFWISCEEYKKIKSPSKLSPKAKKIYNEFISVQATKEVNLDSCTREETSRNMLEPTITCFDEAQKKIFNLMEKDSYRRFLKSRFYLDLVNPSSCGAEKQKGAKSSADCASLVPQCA
#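 MLSMR compounds (23 nl, pin-transferred) preincubated 10 min at room temperature with a 500nM (2x) first reagent, then RGS4 at 900nM (2x) plus Transcreener GDP mix added; fluorescence polarization (620/688 nm) read before and after 90 min at 30 °C.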
# ALOX12 inh = inhibitors of human 12S-lipoxygenase ALOX12; purified 12hLO, xylenol orange hydroperoxide absorbance; 1.1% of 580,000 active; AID 1671190; P18054; Potency, µM (top dose mostly 108 µM), for inactives: at the top dose activity change, negative = inhibition, actives largely listed as inhibitors; further: on the % scale 0 is the no-effect control and ±100 the full control effect
# Target sequence (P18054 whole entry, looked up): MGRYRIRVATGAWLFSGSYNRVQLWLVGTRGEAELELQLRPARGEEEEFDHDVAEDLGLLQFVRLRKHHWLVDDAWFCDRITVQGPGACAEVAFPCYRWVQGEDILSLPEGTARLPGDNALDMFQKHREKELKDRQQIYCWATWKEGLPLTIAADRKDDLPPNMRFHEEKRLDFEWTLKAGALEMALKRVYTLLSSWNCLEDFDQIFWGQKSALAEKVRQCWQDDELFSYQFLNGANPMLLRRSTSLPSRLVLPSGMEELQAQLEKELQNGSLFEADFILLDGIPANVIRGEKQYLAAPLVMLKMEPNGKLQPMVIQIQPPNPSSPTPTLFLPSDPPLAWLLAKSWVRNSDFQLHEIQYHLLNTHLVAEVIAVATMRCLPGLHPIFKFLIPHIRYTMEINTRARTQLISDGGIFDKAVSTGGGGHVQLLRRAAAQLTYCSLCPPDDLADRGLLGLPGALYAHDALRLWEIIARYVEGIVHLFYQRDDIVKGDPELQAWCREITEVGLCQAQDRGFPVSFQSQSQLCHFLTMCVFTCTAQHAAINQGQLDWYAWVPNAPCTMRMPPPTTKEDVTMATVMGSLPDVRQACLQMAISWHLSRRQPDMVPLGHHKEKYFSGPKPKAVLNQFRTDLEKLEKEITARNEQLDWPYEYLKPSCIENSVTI
#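 Purified human 12hLO (150 nM final) in 25 mM Hepes, 0.01% Triton X-100, pH 7.0 was preincubated 15 min at room temperature with compound. Then 40 uM arachidonic acid was added, 30 min. Hydroperoxide was read by Fe-XO absorbance ratio 573/405 nm.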
# Tb PGK inh = blocks T. brucei phosphoglycerate kinase. PGK/GAPDH coupled, Kinase-Glo luminescence, 60 min. P07378. Potency, µM (titrated, usually from 57.5 µM), without a hit: top-dose activity change, negative = inhibition, hits mostly inhibitors. AID 602233. 0.043% of 380,000 active; further: on the % scale 0 is the no-effect control and ±100 the full control effect; nearly all actives have a fitted effect of over 60% in size
#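 Luminescent ATP detection (Kinase-Glo Plus) follows a 60-minute room-temperature incubation, with wells lacking PGK as controls. Buffer: 100 mM TEA (pH 7.6), 5 mM MgCl2, 0.01% Tween-20. Coupling enzyme GAPDH (100 nM final) supplies unstable 1,3-BPG in-well.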
# GLS inh = glutaminase GLS (human) inhibition | GLS enzymatic activity, qHTS titration | Potency, µM (doses to about 45.5 µM), for inactives: at the highest dose activity change, negative = inhibition, most hits filed as inhibitors | 0.21% of 410,000 active; further: on the % scale 0 is the no-effect control and ±100 the full control effect
#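 hKGA in 45 mM KH2PO4 (pH 8.2), 0.02% Tween-20 with compound, then 1mM L-Glutamine (stock as added) plus glutamate oxidase/HRP/Amplex red coupling mix. Fluorescence read initially and after 30 min at RT; signal change reflects glutamate formation.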
# HP1b chromo inh = blocks HP1-beta chromodomain binding to methylated histone tails; P83916; AlphaScreen HP1-beta / biotin-H3K9me3 peptide binding; Potency, µM (series often up to 114 µM), without a hit: top-dose activity change, negative = inhibition, usual class: inhibitors; 0.56% of 390,000 active; AID 540317; further: nearly all actives have a fitted effect of over 70% in size; inactives centre near 23
#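 AlphaScreen: HP1-beta (50 nM) preformed 30 min with biotin-H3(1-18)K9me3 peptide (50 nM) in PBS pH 7.4, 0.01% Tween-20. Compound added for 30 min at RT, then streptavidin donor/nickel chelate acceptor beads (10 ug/mL) for 30 min.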
# Pin1 inh = blocks the human prolyl isomerase Pin1 | 0.009% of 390,000 active | Q13526 | AID 504891 | Pin1 FP peptide displacement, HiFluor488, 10 min | Potency, µM (titrated, usually from 115 µM), for the others: at the top dose activity, negative = inhibition, hits mostly inhibitors; active means well fitted inhibition curve with a large enough effect in the polarisation, with a control signal flat, not every such curve was filed as active; inconclusive means small, poorly fitted or top-dose-only effect, or effect the other way, or a change in a side signal; inactive means no such curve, though single readings can be large or run the other way; the % refers to the polarisation; further: on the % scale 0 is the no-effect control and ±100 the full control effect
# Starred values were filed as active, the others as inactive; i = inactive; u = inconclusive; x = no result given; [ ] = another dose, or the depositor's remark. Unless noted, the call rests on the fitted dose curve; in most records, active means well fitted curve in the direction sought with a large enough effect; inconclusive means small, poorly fitted or top-dose-only effect, or another doubt; inactive means no such curve, though single readings can be large; an effect the other way counts as inactive or inconclusive. Potency means the concentration at half of the fitted maximal effect. Some of the compounds tested. The share of hits here may be higher or lower than overall.
SMILES,TrxR1 inh,JMJD2A Tudor inh,ERG Ets-DNA blk,RGS4 inh,ALOX12 inh,Tb PGK inh,GLS inh,HP1b chromo inh,Pin1 inh
COc1ccc2c(c1)Cc1sc(NC(=O)c3cccc(F)c3)nc1-2,23.6%,-18.9%,-3.4%,-13.6%,-17.6%,-3.5%,2.1%,-9.7%,u
O=C(Nc1ccccc1)N(CCCN1CCOCC1)Cc1cccs1,6.5%,-18.6%,-1.1%,6.4%,1.7%,-2.0%,4.5%,22.9%,-3.7%
COc1ccccc1C(=O)Nc1ccnn1C1CCN(C(C)CSC)CC1 (stereo unspecified),8.7%,1.9%,-4.2%,0.1%,i,-4.7%,10.0%,14.6%,u
Cc1ccc(Cn2cc(S(=O)(=O)c3ccc(Cl)cc3)c(=O)c3cc(F)ccc32)cc1,22.5%[57.1 µM],-18.3%,-8.4%,-25.8%,-3.1%,-5.6%,-0.3%,29.5%,3.4%
O=c1c2ccccc2nc2c3ccccc3c(NCc3ccco3)nn12,27.1%,-6.9%,2.4%,-33.6%,0.0%,7.5%,-3.0%,25.3%,-6.7%
C=CCn1c(SCC(=O)Nc2ccccc2C)nc(O)cc1=O,20.3%,-6.8%,7.5%,24.4%,-11.4%,6.3%,1.3%,47.1%[activator],-1.8%
O=C(Nc1cccc(C(F)(F)F)c1)Nc1ccon1,-20.3%,-11.3%,8.6%,24.2%,x,3.0%,-10.8%,24.2%,8.0%
CCCCc1nnc(NC(=O)COC)s1,21.1%[57.1 µM],8.1%,-6.1%,-22.3%,0.0%,-3.0%,-3.5%,18.5%,-12.3%
COc1cc(OC)c(OC)cc1/C=C/c1nc2cc3ccccc3cc2c(=O)n1-c1ccc(Cl)cc1,16.6%[57.1 µM],u,-0.7%,21.6%,u,8.4%,7.4%,-13.6%,35.0%[activator]
CCOC(=O)c1ccccc1C(=O)N1CCOCCOCCOCC1,34.1%[57.1 µM],-1.0%,2.9%,13.6%,-0.4%,-6.3%,5.7%,-1.5%,1.1%
O=C(c1cc(-c2ccccc2)nc2ccccc12)N1CCOCC1,3.7%,-13.5%,-2.2%,-11.4%,14.4%,x,-1.0%,21.7%,-1.4%
CCN1CCN(S(=O)(=O)c2ccc(OC)cc2)CC1,-1.5%[57.1 µM],-10.3%,-2.6%,-13.4%,-11.2%,6.4%,5.9%,44.4%[activator],4.2%
CCn1c(SCC(=O)NC(C)C(C)C)nc2cc(S(=O)(=O)N3CCOCC3)ccc21 (stereo unspecified),15.0%,-6.6%,-5.3%,-7.8%,5.8%,1.5%,4.6%,36.4%,-3.4%
CCOc1ccc(C(CC(=O)O)NC(=O)c2ccco2)cc1OC (stereo unspecified),2.0%,5.8%,5.5%,-8.4%,-13.8%,-3.4%,0.9%,20.7%,5.3%
COc1cccc(N2CCN(C(=O)Cn3cnc4onc(-c5ccc(F)cc5)c4c3=O)CC2)c1,36.5%,-18.4%,0.2%,20.5%,u,0.7%,2.5%,18.9%,17.7%
O=C(Nc1cccc(F)c1)c1ccccc1-c1ccccc1,0.7%,-2.1%,-8.8%,3.4%,-21.6%,2.2%,7.9%,35.7%,-2.4%
CCOCCCn1c(SCC(=O)N(C)C2CCS(=O)(=O)C2)nc2ccccc2c1=O (stereo unspecified),-4.9%[57.1 µM],7.2%,-6.4%,7.5%,-4.4%,-4.7%,-5.1%,36.7%,0.4%
O=S(=O)(O)c1ccc2c(c1)C(C(Cl)(Cl)Cl)OC(C(Cl)(Cl)Cl)O2 (stereo unspecified),13.5%[57.1 µM],-18.5%,7.7%,22.8%,-18.3%,-8.0%,-0.9%,18.0%,-7.8%
CN(C)/C=C/C(=O)c1ccc(-c2ccc(Cl)cc2Cl)o1,-1.4%[57.1 µM],-21.9%[57.1 µM],2.6%,-27.5%,1.58µM*,2.4%,1.1%,-21.3%,27.6%
Cc1cccc(NC(=S)NNC(=O)c2nn(C)cc2Cl)c1,-14.2%[57.1 µM],-29.1%,3.7%,-31.8%,9.0%,-3.3%,45.4%[activator],19.6%,u
CC(C)c1nc(Cl)c(C#N)c2c1CCC2,-12.5%[57.1 µM],14.9%,3.7%,-20.2%,-0.1%,-6.7%,-5.1%,77.6%[activator],-8.3%
CCc1cccc(NC(=O)Cn2c(=O)n3nc(-c4cccc(F)c4)nc3c3ccccc32)c1,37.8%[activator][57.1 µM],-13.6%,1.3%,-5.7%,-28.7%,i,-0.7%,-0.6%,-3.3%
COc1ccccc1S(=O)Cc1ccc(C(=O)NCCc2ccc(Cl)cc2)o1 (stereo unspecified),17.8µM*,-7.6%,-11.9%,-13.9%,x,i,-2.5%,71.8%[activator],-0.6%
COCCCNC(=O)c1ccc(N2CCCC2)c(NS(=O)(=O)c2ccc(C)cc2)c1,-12.1%,-35.8%,-1.7%,-7.4%,u,-8.5%,13.7%,35.3%,0.9%
O=C1OCC(c2ccccc2)=C1c1ccc(S(=O)(=O)N2CCOCC2)s1,-18.8%,-31.6%,-2.7%,-21.1%,177.2%,1.7%,18.8%,16.8%,21.4%
CC(=O)c1sc(NC(=O)C=C(C)C)nc1C,2.6%,-9.0%,-9.2%,19.9%,-4.1%,2.1%,0.3%,17.4%,-0.6%

# Gathered by group, the entries above containing fluorine
SMILES,TrxR1 inh,JMJD2A Tudor inh,ERG Ets-DNA blk,RGS4 inh,ALOX12 inh,Tb PGK inh,GLS inh,HP1b chromo inh,Pin1 inh
COc1ccc2c(c1)Cc1sc(NC(=O)c3cccc(F)c3)nc1-2,23.6%,-18.9%,-3.4%,-13.6%,-17.6%,-3.5%,2.1%,-9.7%,u
Cc1ccc(Cn2cc(S(=O)(=O)c3ccc(Cl)cc3)c(=O)c3cc(F)ccc32)cc1,22.5%[57.1 µM],-18.3%,-8.4%,-25.8%,-3.1%,-5.6%,-0.3%,29.5%,3.4%
O=C(Nc1cccc(C(F)(F)F)c1)Nc1ccon1,-20.3%,-11.3%,8.6%,24.2%,x,3.0%,-10.8%,24.2%,8.0%
COc1cccc(N2CCN(C(=O)Cn3cnc4onc(-c5ccc(F)cc5)c4c3=O)CC2)c1,36.5%,-18.4%,0.2%,20.5%,u,0.7%,2.5%,18.9%,17.7%
O=C(Nc1cccc(F)c1)c1ccccc1-c1ccccc1,0.7%,-2.1%,-8.8%,3.4%,-21.6%,2.2%,7.9%,35.7%,-2.4%
CCc1cccc(NC(=O)Cn2c(=O)n3nc(-c4cccc(F)c4)nc3c3ccccc32)c1,37.8%[activator][57.1 µM],-13.6%,1.3%,-5.7%,-28.7%,i,-0.7%,-0.6%,-3.3%

# Source: PubChem (National Center for Advancing Translational Sciences (NCATS))
